NCI-60 one-dose screen, 48 h, at 10 µM unless noted. Numbers give growth in % (100 = growth as untreated, 0 = no growth, -100 = all killed).
HL-60(TB): HL-60(TB) leukemia cells. 78,000 compounds, 9% hits; active = growth percent below 10
* = called active by the depositor; & = joins results of further samples. These rows are one share of the data. The share of hits here may be higher or lower than overall.

The opening three compounds (preview)
SMILES	HL-60(TB)
COC(=O)c1c2c(c(C)[n+]([O-])c1C)C(=O)C(NCc1ccc(F)c(F)c1)=CC2=O	-24*
O=c1c2c(cc3c(O)[nH]c(=S)n13)-c1ccccc1N=2	105
COC(=O)c1ccc(NC(=O)c2ccc(Oc3ccc(F)cc3)cc2)cc1O	114

All compounds of this part, from the first entry:
SMILES	HL-60(TB)
COC(=O)c1c2c(c(C)[n+]([O-])c1C)C(=O)C(NCc1ccc(F)c(F)c1)=CC2=O	-24*
O=c1c2c(cc3c(O)[nH]c(=S)n13)-c1ccccc1N=2	105
COC(=O)c1ccc(NC(=O)c2ccc(Oc3ccc(F)cc3)cc2)cc1O	114
COc1ccc(-c2cc(-c3cccnc3)nc3n[nH]c(N)c23)cc1OC	82
CC1=N/C(=C\c2ccccc2)C(=O)N1CCc1ccc(S(N)(=O)=O)cc1	101
Cc1ccc(-c2nc(N3CCNCC3)c3oc(-c4ccccc4)nc3n2)cc1	-67*
CC1(C)COB(OCC(C)(C)COB2OCC(C)(C)CO2)OC1	101
Nc1cc(Nc2ccc(S(N)(=O)=O)cc2)ncn1	101
CN(C)CC1(N)C(=O)NC(=O)NC1=O	97
O=C(NC(=S)Nc1cc(-c2ccco2)[nH]n1)c1cccs1	96
Cc1ccc(-c2cnc3sc(C(=O)NNC(=O)c4ccc(Br)cc4)c(C)n23)cc1	114
CC(=O)N1N=C(c2ccc(Cl)cc2)CC1c1cccc(Nc2ccnc3cc(C(F)(F)F)ccc23)c1 (configuration not stated)	68
COc1ccc(C2=NN(C(C)=O)C(c3sc(N4CCOCC4)nc3Cl)C2)cc1 (configuration not stated)	93
COc1ccc(-c2nc(-c3ccccc3)c(-c3ccccc3)n2CCc2ccc(S(N)(=O)=O)cc2)cc1	105
Cc1ccc(-c2csc(N/N=C/c3cccs3)n2)cc1	84
CC/C(=C(/c1ccc(Cl)cc1)c1ccc(OCCN2CCCC2)cc1)c1ccc(OC)cc1	65
NC(=S)N/N=C/c1cc([N+](=O)[O-])ccc1O	109
COc1cc(CNc2cccc3[nH]c(C(F)(F)F)nc23)cc(OC)c1	70
O=C1OCC2=C1C(c1ccccc1)c1cc3c(cc1N2CCO)OCCO3 (configuration not stated)	-14*
Cc1cc(C2(c3cc(C)c(O)c(Br)c3C)OS(=O)(=O)c3ccccc32)c(C)c(Br)c1O	79
COc1nccc2cc3c(=O)n4c(cc5ccccc54)c(=O)n3c12	94
CC1COc2c(N3CCN(C)CC3)c(F)cc3c(=O)c(C(=O)NNC(=S)Nc4cccc(C(F)(F)F)c4)cn1c23 (configuration not stated)	109
CSCC[C@H](CO)NC(=O)CCC[C@@H](C)[C@H]1CC[C@H]2[C@@H]3CC[C@@H]4CNCCC[C@]4(C)[C@H]3CC[C@]12C	38
Cc1ccc(S(=O)(=O)Oc2ccc(-c3sc4cc(OS(=O)(=O)c5ccc(C)cc5)ccc4c3C(=O)c3ccc(OCCN4CCCCC4)cc3)cc2)cc1	61
COc1cc(/C=N\NC(=O)C[N+](C)(C)C)ccc1O	123
Cc1nn(-c2ccccc2)c(C)c1N=Nc1ccccc1	96
O=C1CN(CCN2CC(=O)NC(=O)C2)CC(=O)N1	88
Nc1ccc(C2=NN(C(=O)c3cc(-c4ccc(Cl)cc4)nc4ccccc34)C(c3cc(-c4ccccc4)nn3-c3ccccc3)C2)cc1 (configuration not stated)	104
O=C(Nn1cnc2ccccc21)N1CCCC1	87
C=CCSc1nnc(COc2ccc(CNC(=O)CCCC/C=C/C(C)C)cc2OC)o1	98
COc1cc(C=O)ccc1OC(=O)c1cc(-c2ccc(C)cc2)n(-c2ccc(S(C)(=O)=O)cc2)n1	83
COc1ccc(Cn2cncc2-c2c[nH]c3cc(Br)ccc23)cc1	99
O=C(COc1cccc(/C=C2\Cc3ccccc3C2=O)c1)Nc1nc2ccccc2s1	134
Cn1c(=O)c2c(nc(Cc3ccc(N)cc3)n2C)n(C)c1=O	102
Cc1cc(C)c(C(=O)O)c(C)c1	101&101
C=C(C)C1CC=C(C)CC1 (configuration not stated)	99
CCN(CC)c1ccc(C=NCc2ccco2)c(O)c1	96
CCNC1(NC#N)CCCCC1	97
O=C(/C=C/Nc1cc(-c2ccccc2)nn1-c1ccccc1)c1ccc(Br)cc1	80
N#Cc1ccc(C(=O)CSc2nnc3n4c(nn23)SCC(c2ccccc2)=N4)cc1	109
C#CC[C@@H]1C[C@]2(C)[C@H]3CC=C4[C@H]5CC(C)(C)CC[C@]5(C(=O)NCCCCN)CC[C@@]4(C)[C@]3(C)CC[C@H]2C(C)(C)[C@H]1OC(C)=O	-46*
C#CCOc1cc(N(CC)CC)ccc1C(C(=O)NC(C)(C)C)N(C(=O)C1CCc2cc(F)ccc2O1)c1ccccc1F (configuration not stated)	-13*
CC1(C)COC(c2ccc(CC(Cc3ccc(C4(C(C)(C)C)OCC(C)(C)CO4)cc3)C(=O)O)cc2)(C(C)(C)C)OC1	16
O=C(CSc1ccc(Cl)cc1)Nc1ccc(-c2nc3ccccc3s2)c(Cl)c1	63
CCCC(O)C(CC)NC(Cc1ccccc1)c1ccccc1 (configuration not stated)	68

A section of the results above, for reference:
SMILES	HL-60(TB)
N#Cc1ccc(C(=O)CSc2nnc3n4c(nn23)SCC(c2ccccc2)=N4)cc1	109
C#CC[C@@H]1C[C@]2(C)[C@H]3CC=C4[C@H]5CC(C)(C)CC[C@]5(C(=O)NCCCCN)CC[C@@]4(C)[C@]3(C)CC[C@H]2C(C)(C)[C@H]1OC(C)=O	-46*
C#CCOc1cc(N(CC)CC)ccc1C(C(=O)NC(C)(C)C)N(C(=O)C1CCc2cc(F)ccc2O1)c1ccccc1F (configuration not stated)	-13*
CC1(C)COC(c2ccc(CC(Cc3ccc(C4(C(C)(C)C)OCC(C)(C)CO4)cc3)C(=O)O)cc2)(C(C)(C)C)OC1	16
O=C(CSc1ccc(Cl)cc1)Nc1ccc(-c2nc3ccccc3s2)c(Cl)c1	63
CCCC(O)C(CC)NC(Cc1ccccc1)c1ccccc1 (configuration not stated)	68

Next section
SMILES	HL-60(TB)
Cc1ccc(S(=O)(=O)n2cccc2/C=C2\C(=O)N(c3c(Cl)cccc3Cl)c3ccccc32)cc1	84
c1cc[n+](OCc2ccccc2CO[n+]2ccccc2)cc1	81
Cc1ccc(Cn2c(C)cc(C)c(C#N)c2=O)cc1	119
CC1(C)Cc2cc3ccccc3nc2-c2ccccc21	94
CCCCn1cnc2c(SCc3ccc(Cl)cc3)nc(N)nc21	56
OC1(CCCc2ccccc2)CCNCC1	89
COc1ccc(N2C(=O)C3c4[nH]c5ccc(OCc6ccccc6)cc5c4C4CCC(C(C)C)CC4C3C2=O)cc1 (configuration not stated)	69
CCOC(=O)COc1nc(SCC(=O)Nc2nc3ccc(C)cc3s2)nc(-c2ccccc2)c1C#N	96
COc1cc2c3cc1Oc1cc(ccc1O)C[C@@H]1c4c(cc(OC)c(O)c4Oc4ccc(cc4)C[C@@H]3N(C)CC2)CC[N+]1(C)C	100
c1ccc2c3c([nH]c2c1)C1CC2CCCCC2CN1CC3 (configuration not stated)	95
COc1cc2nc(SCC(=O)NNS(=O)(=O)c3ccccc3)n(-c3ccc(Cl)cc3)c(=O)c2cc1OC	90
O=C(O)C1=NN(c2ccc(S(=O)(=O)O)cc2)C(=O)C1N=Nc1ccc(S(=O)(=O)O)cc1 (configuration not stated)	95
Nc1c(C(=O)c2ccccc2)nnc2ncnn12	105
COc1ccc(C(O)P(=O)(OC)OC)cc1 (configuration not stated)	86
CC(=N/Nc1ccccc1)/C(C)=N/Nc1ccccc1	105
O=C(O)/C=C\C(=O)N1C/C(=C\c2ccccc2Cl)C(=O)/C(=C/c2ccccc2Cl)C1	-3.5*
CCOC(=O)c1ccc2c(c1)c1c(C)c3cccnc3c(C)c1n2C	77
CCCCCCCCCCCCCCCCCCOC(=O)CCSCCC(=O)OCCCCCCCCCCCCCCCCCC	87
Clc1nc(Oc2ccccc2)nc(-c2cn(-c3ccccc3)c3ccccc23)n1	63
CC1(C)CC(O)(C(Cl)c2ccccc2)C(=O)c2ccccc21 (configuration not stated)	99
Cc1ccc2c(n1)C[C@H](C#N)CC[C@H]2C	77
O=c1c2cc(F)ccc2[nH]c(=S)n1-c1ccccc1	102
Clc1ccc(-c2nc(NCCc3ccccc3)nc3c(NCCc4ccccc4)cnn23)cc1	89
CC1CCC/C(=N/Nc2ccc3ccccc3n2)C1 (configuration not stated)	108
COc1ccc2c(c1OC)CCC2=O	87
Sc1c(Br)cc(Br)cc1Br.[Ag]	114
COC(OC)C1(C)NC(=O)N(C)C1=O (configuration not stated)	105
COc1cc(C2CC(=O)Nc3c2c(C)nn3-c2nc3ccccc3[nH]2)c(OC)c(OC)c1OC (configuration not stated)	21
Cc1cc(=O)oc2cc(Oc3ccc(Nc4ncnc5onc(-c6ccccc6)c45)cc3)ccc12	100
COc1ccc(C=C2C(=O)NC(=O)NC2=O)cc1	81
CC(=O)OCCSC#N	81
O=S(=O)(NC1C2c3ccccc3C(c3ccccc32)C1O)c1ccc(Cl)cc1Cl (configuration not stated)	103
Cc1cc2nc(CC(=O)c3ccncc3)c(=O)[nH]c2cc1C	90
CC(C)(C)CC(C)(C)Nc1c(-c2ccncc2)nc2cnccn12	102
CCCCCN1CCSC(C(=O)Nc2ccccc2)C1 (configuration not stated)	94
N#CSCc1cc(=O)c(O)co1	70
O=C(CC(O)c1ccccc1)Nc1ccccn1 (configuration not stated)	97
Cc1cc(NCC(=O)Nc2ccc(-c3nc4ccccc4s3)cc2)no1	96
CCOC(=O)C(CC([N+](=O)[O-])[N+](=O)[O-])C(=O)OCC	102
C=CCn1cc(-c2nc3ccccc3s2)c2cc(-c3ccc4c5c(cccc35)C(=O)N(Cc3ccccc3)C4=O)ccc21	108
COc1ccc(OC)c2c(-c3ccccc3)c3ccccc3c(-c3ccccc3)c12	92
Cn1cc(-c2ccc3ncc(-c4ccc(CC(=O)Nc5cc(C(C)(C)C)no5)cc4)nc3c2)cn1	40
CCOC(=O)C1=C(C)NC(C)=C(C(=O)OC)C1c1cccc(Cl)c1Cl (configuration not stated)	103
COc1ccc2oc(=O)c(-c3nn(-c4ccccc4)cc3-c3nn[nH]n3)cc2c1	107
COc1ccc(/C=C\C(=O)/C=C/c2ccc(OC)cc2)cc1	50
Nc1ncc(-c2ccc(NS(=O)(=O)c3ccc(Cl)c(Cl)c3)cc2)[nH]1	48
Cc1noc(N)c1C(=O)Nc1ccc(F)cc1	103
CC(Cl)C(Cl)(Cl)C(O)NC(=O)CCl (configuration not stated)	120
Nc1nc(-c2ccccc2)nc2[nH]nc(NCc3ccccn3)c12	97
CC1(C)[C@@H](O)/C(=C\c2cccnc2)C[C@]2(C)[C@H]3CC=C4[C@@H]5C[C@](C)(C(=O)O)CC[C@]5(C)CC[C@@]4(C)[C@]3(C)CC[C@@H]12	100
COc1ccc(/C(CSc2nc3[nH]c(=O)n(C)c(=O)c3[nH]2)=N\O)cc1	116
FC(F)(F)c1ccc2c(c1)C(c1cncnc1)=C1CCCN3Cc4ccccc4C123 (configuration not stated)	97
CC(C(O)C(F)(F)F)[N+](C)(C)C (configuration not stated)	101
N/C(=N\c1nc2ccccc2s1)NC(=O)Nc1ccccc1Cl	-27*
CC(C)(C)n1cc(-c2ccnc(NCCNS(=O)(=O)c3ccc(C(F)(F)F)cc3)c2)c(-c2cccc(O)c2)n1	29
CC(C)N(CCOC(=O)c1cc(I)c(-c2ccccc2)cc1O)C(C)C	102
CCc1onc(-c2ccc(OC)cc2)c1-c1ccccc1OCCN(CC)CC	83
CCCCOc1ccccc1C(=O)OC	117
COc1cc(C2CC(c3ccc(Cl)cc3)=NN2)ccc1Oc1nc2c(c(=O)n(C)c(=O)n2C)n1C (configuration not stated)	107
Cc1ccc(NC(=O)c2ccc(C)c(N(CCCl)CCCl)c2)c(C)c1	43

Next part
SMILES	HL-60(TB)
NC(=S)N/N=C\c1nccc2c(C(F)(F)C(F)(F)C(F)(F)F)cccc12	-49*
O=C1c2cccc3c(-c4ccc(-c5nc6c7ccccc7c7ccccc7c6[nH]5)cc4)ccc(c23)C(=O)N1CCN1CCNCC1	82
Cc1ccc2nc(SCc3ccccc3F)n(-c3ccccc3)c(=O)c2c1	104
O=C(CS(=O)(=O)c1ccc(Br)cc1)Nc1ccccc1C(=O)O	95
N#Cc1c(Br)n(C2OC(CO)C(O)C2O)c2ncnc(N)c12 (configuration not stated)	-34*
COc1cccc(-c2cc(-c3ccc(NS(C)(=O)=O)cc3)[nH]c(=O)c2C#N)c1	107
Cc1nnc2n1N=C(c1ccc(Cl)cc1)CS2	95
O=C1[C@H]2Cc3c([nH]c4ccccc34)[C@@H](c3ccc(Br)cc3)N2C(=O)CN1C1CCN(Cc2ccccc2)CC1	-28*
CCCCOc1nc2ccc(OC)cc2cc1C(c1cn(CCCC)c2ccc(F)cc12)c1cn(CCCC)c2ccc(F)cc12	100
COc1cccc(-c2nn(-c3ccccc3)cc2-c2ccnc(NCCN)c2)c1	71
CCCCCCn1c(-c2ccc(OC)c(OC3CCCC3)c2)nc(-c2ccccc2)c1-c1ccccc1	57
CC(=O)c1cn2ccc3ccccc3c2c1[Si](C)(C)C	101
Nc1nc2c(ncn2CCC(CO)CO)c(=O)[nH]1	75
Nc1nc(N)nc(C2CC3C=CC2C3)n1 (configuration not stated)	83
COc1ccc(-c2nc(SC(C)C)nc(NNC(N)=S)c2C#N)cc1	14
O=C1C=CC(n2cc(F)c(=O)[nH]c2=O)O1 (configuration not stated)	45
OCC1OC(n2cnc3c(N4CCCC4)ncnc32)C(O)C1O (configuration not stated)	84
BrCCN1CCOC1=Nc1ccccc1	108

Five records drawn at random from those above, as already listed:
SMILES	HL-60(TB)
Nc1nc2c(ncn2CCC(CO)CO)c(=O)[nH]1	75
NC(=S)N/N=C\c1nccc2c(C(F)(F)C(F)(F)C(F)(F)F)cccc12	-49*
CC(=O)c1cn2ccc3ccccc3c2c1[Si](C)(C)C	101
Nc1nc(N)nc(C2CC3C=CC2C3)n1 (configuration not stated)	83
CCCCOc1nc2ccc(OC)cc2cc1C(c1cn(CCCC)c2ccc(F)cc12)c1cn(CCCC)c2ccc(F)cc12	100

Ordered by count of non-hydrogen atoms (lowest first): some entries from above.
SMILES	HL-60(TB)
Nc1nc(N)nc(C2CC3C=CC2C3)n1 (configuration not stated)	83
COc1ccc(C2=NN(C(C)=O)C(c3sc(N4CCOCC4)nc3Cl)C2)cc1 (configuration not stated)	93
FC(F)(F)c1ccc2c(c1)C(c1cncnc1)=C1CCCN3Cc4ccccc4C123 (configuration not stated)	97

Source: PubChem (NCI)
